# mHTT-CaM PPI inh = mHTT-calmodulin interaction abrogation | P42858 | AlphaScreen His-mHTT/GST-CaM binding, luminescence | inhibition, % at 15 µM | actives 3.6% (n = 190,000);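 further: 0% = both proteins with DMSO and 100% = one protein alone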
# Pf apPOL inh = Pf-apPOL DNA polymerase inhibition. inhibition, % at 10 µM. Recombinant Pf-apPOL, molecular beacon fluorescence, 1.5 h. actives 0.25% (n = 210,000)
# * marks the source's active call; other numbers are inactive results; / = not tested or not shown; & = joins results of further samples. No stated cut-off is given here; in the data, active means inhibition above about 50%; inactive means the rest.
# Under each structure: mHTT-CaM PPI inh, Pf apPOL inh
> COc1cccc(CC(=O)N2CCCC2c2ccc(F)cc2)c1 (stereo not drawn)
  17, -2
> CCN(CC)CCNc1cc(C(F)(F)F)c(C#N)c2nc3ccccc3n12
  -5, 0
> Cc1ccc(S(=O)(=O)N2CCC(=O)N([C@H](COCc3ccc(Cl)cc3Cl)Cc3ccccc3)CC2)cc1
  -10, -4
> C=CCN(CC=C)C(=O)C[n+]1cccc(C(N)=O)c1
  2, 3
> CN(C)c1cccc(C(=O)NCC2CCN(C(=O)NC(C)(C)C)CC2)c1
  -6, -9
> COc1cccc(C=C2Oc3c(ccc4c3CN(CC3CCCO3)CO4)C2=O)c1OC (stereo not drawn)
  9, -9
> COc1cccc(OC)c1C(=O)NCC#N
  3, -9
> CC(NC(=O)c1ccc(C(C)C)cc1)C(=O)N1CCN(c2ccccn2)CC1 (stereo not drawn)
  3, -2
> CCOc1cccc2cc(-c3cc(=O)oc4cc(OCC(=O)OC)ccc34)c(=O)oc12
  7, -3
> COc1ccc(Cl)cc1NC(=O)c1cc2ccccc2o1
  -18, 1
> COc1ccc(C2C(C#N)=C(N)Oc3c2oc(CO)cc3=O)cc1 (stereo not drawn)
  -2, -1
> O=C(Nc1ccccc1C(=O)NC(Cc1ccc(O)cc1)C(=O)O)c1ccccc1 (stereo not drawn)
  1, -3
> O=C(NCc1csc(C2CCN(C(=O)C3CCCO3)CC2)n1)C1CCC1 (stereo not drawn)
  5, -5
> COc1ccc(OCC(O)CN2CCc3ccccc3C2)cc1 (stereo not drawn)
  0, 1
> Nc1n[nH]c(N)c1N=Nc1ccccc1
  10, /
> COc1ccc(OC)c(NC(=O)C(C)N2C(=O)c3ccccc3C2=O)c1 (stereo not drawn)
  -2, -1
> Cc1cc(C)cc(OCC(=O)Nc2ccc(N(C)C)cc2)c1
  47, 2
> CCCC1c2cccn2CCN1C(=O)Nc1cccc(F)c1 (stereo not drawn)
  26, -13
> Cc1cc(C)cc(C(=O)N2CCC(COc3ccc(C(=O)NC(C)C)cc3)CC2)c1
  -5, -6
> O=C(Cc1ccc([N+](=O)[O-])cc1)Nc1c(F)cccc1F
  /, -3
> CC(C)CNC(=O)C1CC(=O)N(c2ccc(F)cc2)C1 (stereo not drawn)
  -3, -4
> O=C(CC1Sc2ccccc2NC1=O)NNS(=O)(=O)c1ccc(Cl)cc1 (stereo not drawn)
  /, 20
> O=C(CSc1ccc(F)cc1)Nc1nnc(Cc2cccs2)o1
  33, -12
> c1ccc2[nH]c(SCc3cn4ccsc4n3)nc2c1
  -20&-3&-7, -2&-3&-8
> O=C(CC1CCCCC1)NCC1CCN(c2cc(-c3ccncc3)[nH]n2)CC1
  13, -2
> CCc1nnc(SCC(=O)Nc2cccc(C(F)(F)F)c2)nc1CC
  -5, -1
> Cc1ccc2[nH]c(=O)c(-c3nc(-c4ccc(Br)cc4)no3)c(O)c2c1
  -7, -3
> COc1ccccc1[C@@H]1C(c2cccc(Cl)c2)=NN(c2ccccc2)[C@H]1C(=O)N1CCOC1=O
  -109, -5
> Nc1nonc1-c1ccccn1
  -4, /
> Clc1cc(Cl)cc(OCc2ncc(-c3ccc4c(c3)OCCCO4)s2)c1
  /, 0&-3
> C=C(C)COc1ccc2oc(=O)c(-c3cc(OC)ccc3OC)c(C)c2c1
  -24, -2
> CCCCN1C(=O)N2Cc3cc(OC)ccc3C2CS1(=O)=O (stereo not drawn)
  -14, -3
> CSc1cccc(NC(=O)COc2ccccc2)c1
  -10, 6
> O=C(NC1CCCCC1)c1ccc2c(c1)nc1n2CCCCC1
  7, -6
> COc1ccccc1NC(=O)c1cc(S(=O)(=O)N2CCc3ccccc3C2)ccc1F
  21, -8
> CC(C)c1ccc(CNC(=O)c2ccc3ncnc(N4CCOCC4)c3c2)cc1
  -7, -7
> Cc1ccc(/C=C2\SC(N3CCCCC3)=NC2=O)o1
  9, -2
> O=C(NCCc1ccccc1)C1CCCN(C(=O)Cc2cccc3ccccc23)C1 (stereo not drawn)
  5, 2
> CCOc1ccc(C2CC(c3cccc(Br)c3)n3ncnc3N2)cc1 (stereo not drawn)
  8, -2
> Cc1ccc(C)n1-c1c(C(=O)O)sc2c1CCCC2
  28, 8
> O=C(c1ccccc1)N1CCc2nc3cc(-c4ccccc4)[nH]n3c(=O)c2C1
  1, -1
> CCN1C(=O)C(C)(C(=O)NCc2ccc(OC)c(OC)c2)Oc2cccnc21 (stereo not drawn)
  -8, -5
> NC(=O)CNC(=O)c1csc(Nc2ncccn2)n1
  -7, -1
> COc1ccc(CN2CCN(C(=O)c3cccn3C)CC2)cn1
  8, 0
> CCc1onc(C)c1C1CCCN1C(=O)c1cc(C(F)(F)F)n(C)n1 (stereo not drawn)
  -6, -1
> CC(=O)N1CCN(c2ccc(C(F)(F)F)cc2[N+](=O)[O-])CC1
  /, -10&-21
> CCn1nccc1C(=O)N1CCCC1c1ccccc1C (stereo not drawn)
  2, 7
> O=C(CN1C(=O)c2cccc([N+](=O)[O-])c2C1=O)Nc1ccc(Cl)c(Cl)c1
  1, 1
> O=C(c1ccc(-c2cccs2)nc1)N1CCCCC1
  -6, -8
> O=C(NCc1n[nH]c(=O)c2ccccc12)c1cc(-c2ccco2)[nH]n1
  31, 78*

# Continuation:
# Under each structure: mHTT-CaM PPI inh, Pf apPOL inh
> CCOc1ccc(-n2c(C)nc3cc(C(=O)NCC(OC)OC)ccc32)cc1
  3, 2
> Cc1c(NC(=O)COc2c(Cl)cc(Cl)cc2Cl)c(=O)n(-c2ccccc2)n1C
  -6, -14
> COc1ccc(Cc2c(C)nc(C)nc2N2CCN(C(=O)C3CCC3)CC2)cc1
  21, 1
> Cn1c(/C=C/c2cccnc2)nc2ccccc2c1=O
  -4, -2
> Cc1cccc(OCCNC(=O)c2cccnc2)c1
  2, -4
> O=C(Cc1cccs1)N1CCC2(CC1)OCCN2S(=O)(=O)c1ccccc1
  6, 0
> CC(=O)c1ccc(N=Cc2nc(-c3ccc(C)cc3)oc2O)cc1
  3, 1
> CCC(=O)NCc1nc2c(n1CC)CN(C(=O)c1cc(C)cc(C)c1)CC2
  11, -6
> CC(C)(C)c1ccc(/C=C2\NC(=O)N(Cc3ccccc3F)C2=O)cc1
  1, -6
> O=C(Cc1cccc(F)c1)N1CCC2(CC1)NC(=O)N(Cc1ccccc1)C2=O
  7, 1

# In the list so far, these have an NH in an aromatic ring.
# Under each structure: mHTT-CaM PPI inh, Pf apPOL inh
> Nc1n[nH]c(N)c1N=Nc1ccccc1
  10, /
> c1ccc2[nH]c(SCc3cn4ccsc4n3)nc2c1
  -20&-3&-7, -2&-3&-8
> O=C(CC1CCCCC1)NCC1CCN(c2cc(-c3ccncc3)[nH]n2)CC1
  13, -2
> Cc1ccc2[nH]c(=O)c(-c3nc(-c4ccc(Br)cc4)no3)c(O)c2c1
  -7, -3
> O=C(c1ccccc1)N1CCc2nc3cc(-c4ccccc4)[nH]n3c(=O)c2C1
  1, -1
> O=C(NCc1n[nH]c(=O)c2ccccc12)c1cc(-c2ccco2)[nH]n1
  31, 78*

# Other compounds follow:
SMILES | mHTT-CaM PPI inh | Pf apPOL inh
O=S(=O)(Nc1cc(F)ccc1F)c1c[nH]c2ncccc12 | -1 | 1
NC(=O)CSc1oc(-c2ccc(F)cc2)nc1S(=O)(=O)c1ccc(Br)cc1 | 6 | 5
COc1ccc(NC(=O)c2cc3c(n2C)CCN(Cc2ccc(C)cc2)C3)cc1OC | 50* | -2
Cc1[nH]nc2c1C1C(C2)C1(C)C (stereo not drawn) | -4 | -10
CCCn1cnc2c(-c3ccc(C)cc3)csc2c1=O | -52 | -3
O=c1[nH]c(/C=C/c2ccc([N+](=O)[O-])cc2)nc2ccccc12 | 1 | 0
COc1ccccc1CNS(=O)(=O)c1ccc(F)c(C(=O)Nc2ccc(Cl)cc2F)c1 | -4 | -4
COc1ccc(C2=N/C(=C\c3ccccc3F)C(=O)O2)cc1OC | 6 | -2

# Entries above that have a tert-butyl group, in the order listed:
SMILES | mHTT-CaM PPI inh | Pf apPOL inh
CN(C)c1cccc(C(=O)NCC2CCN(C(=O)NC(C)(C)C)CC2)c1 | -6 | -9
CC(C)(C)c1ccc(/C=C2\NC(=O)N(Cc3ccccc3F)C2=O)cc1 | 1 | -6

# The list continues:
SMILES | mHTT-CaM PPI inh | Pf apPOL inh
Cc1ccc(Cl)cc1NC(=O)CCS(=O)(=O)c1ccc(Br)cc1 | 22 | -2
O=C(CCC(=O)N1CCCCc2ccccc21)Nc1ccc(Cl)cc1 | -9 | -5
Cc1cccc(NC(=O)c2cnn3c2NC(c2ccco2)CC3C(F)(F)F)c1C (stereo not drawn) | 14 | -4
CCOc1ccc(C(C)NC(=O)c2cc(NC(C)=O)cc3nc(C)ccc23)cc1 (stereo not drawn) | 50 | 10
COC(=O)C1CN(Cc2cn(Cc3ccc(F)cc3)nn2)CCS(=O)(=O)N1Cc1ccc(C)cc1 (stereo not drawn) | 24 | -4
O=C(Nc1cc(C(F)(F)F)ccc1Cl)c1noc2c1CCCCC2 | -47 | 0
COc1cccc(OC)c1C(=O)Nc1ccc(OC(C)C)cc1 | -1 | -7
COc1ccc(NC(c2ccccc2)c2ccncc2)cc1 (stereo not drawn) | 3 | -3
O=C(Nc1ccccc1C(F)(F)F)c1cc2ccccc2o1 | -18 | 0
Cc1ccc(C)c(N2C=C(C#N)S(=O)(=O)c3ccc(F)cc32)c1 | -8 | 0
Cc1cccc(CNC(=O)C2c3ccccc3CCN2C(=O)C2CC2)c1 (stereo not drawn) | 11 | -3
COc1ccc(NC(=O)CCNS(=O)(=O)c2ccc(Br)s2)cc1Cl | 2 | 5
CSc1ccc([N+](=O)[O-])cc1-c1ccn(S(=O)(=O)c2ccc(Cl)cc2)n1 | / | 0&-4
O=C1NCCCn2cc(S(=O)(=O)Nc3ccc(F)cc3)cc21 | 1 | 9
COc1ccc(C)cc1NC(=O)c1oc2ccc(S(=O)(=O)N3CCOCC3)cc2c1C | -5 | -9
CCOc1ccc(C2C(=O)N(C3CCCCC3)CC(=O)N2Cc2cccs2)cc1OC (stereo not drawn) | 3 | -5
CCOC(=O)N1CCN(C(=O)CSCc2ccccc2C)CC1 | 0 | 0
COCCCn1c(O)c(C#N)c(C)cc1=O | / | -1&-17
O=C(C1CCCC1)N1CCCC(c2n[nH]c(C3CC3)n2)C1 (stereo not drawn) | 8 | -1
O=C(NCCCc1ccccc1)c1cccc(Br)c1 | -22 | 9
CN1C(=O)C2CCCCN2c2ccc(C(=O)NCc3ccccc3Br)cc21 (stereo not drawn) | 9 | 0
COc1ccc2c(c1)OC(=Cc1ccncc1)C2=O | 14 | -10
O=C(CSc1nnc(CSc2nc3ccccc3s2)o1)NC1CCCCC1 | 2 | -3
O=C(NCCCN1CCOCC1)C1(c2cccs2)CCOCC1 | -3 | 6
O=C(Cn1ccn(-c2ccc3c(c2)OCCO3)c(=O)c1=O)c1ccc(F)cc1 | -19 | 1
CC(=O)Nc1c(O)nc(SCC(=O)Nc2cccc(C)c2)[nH]c1=O | 0 | -1
NC(=O)c1c(NC(=O)c2cc3cc(Br)ccc3oc2=O)sc2c1CCCC2 | 14 | -3
Cc1cc(CNS(=O)(=O)Cc2ccc(F)cc2)c(C)o1 | -9 | -2
Cc1sc2c(c1C)C(=O)NC(c1ccccc1F)N2 (stereo not drawn) | 0 | -5
CC(=O)c1cccc(NS(=O)(=O)c2cc(C(=O)Nc3cccc([N+](=O)[O-])c3)ccc2C)c1 | 37 | -13
CCOC(=O)CCC(=O)N1CCC(c2nnc(C3CC3)o2)CC1 | -9 | -8
COc1ccc(CNC(=O)c2c(C)sc3ccn(C)c(=O)c23)cc1 | -1 | -2
O=S(=O)(NCCNc1ccc(Nc2ccccn2)nn1)c1ccccc1C(F)(F)F | 97* | -5
CCC(=O)Nc1cccc(-c2noc(C3CCCN(C(=O)c4ccc(C)cc4)C3)n2)c1 (stereo not drawn) | 0 | -3
COC(=O)N1C/C=C\C(c2ccc(OC)cc2)N(Cc2ccc(F)cc2)C(=O)C1 (stereo not drawn) | 26 | -2
O=C(NCc1ccc(F)cc1Cl)C1CCN(c2nc3ccccc3o2)CC1 | -6 | -3
c1ccc(CNCC2COc3ccccc3O2)cc1 (stereo not drawn) | -5 | -3
Cc1ccc(CN2CCN(C3CCN(C(=O)Nc4ccccc4)CC3)C2=O)cc1 | 7 | -2
Cc1ccc(NC(=O)c2c(-c3ccccc3Cl)noc2C)cc1F | -10 | 6
COc1ccc(-c2nc3ccccc3o2)cc1NC(=O)c1ccc([N+](=O)[O-])cc1Cl | 2 | -5
CC(C)C(=O)Nc1ccc(Br)cc1F | -4 | 0
O=S1(=O)CC(N2CC=CC2)CN1Cc1cn(Cc2ccccc2)nn1 (stereo not drawn) | -4 | 0
O=C(c1ccc(Cl)cc1[N+](=O)[O-])N1CCN(Cc2ccc3c(c2)OCO3)CC1 | 4 | -28
O=C(c1ccccc1F)N1CCCC(c2ccnc(-c3ccc(F)cc3)n2)C1 (stereo not drawn) | 12 | -4
COc1ccccc1-c1noc(C2CCCN2C(=O)Nc2cccc(SC)c2)n1 (stereo not drawn) | -4 | -4
Cc1cccc(N2CCN(C(=O)c3ccccc3Cl)C(C)C2=O)c1 (stereo not drawn) | -8 | 0
O=C(NCc1ccc(N2CCCCCC2)nc1)c1cccc(F)c1 | 17 | 0
CSc1ccccc1NC(=O)NCc1ccccc1F | / | -15
CC(/C=C1\SC(=Nc2ccccc2)NC1=O)=C\c1ccccc1 | 32 | -2
CN1C(=O)C(CC(=O)NC2CCCCC2)Sc2ncccc21 (stereo not drawn) | -4 | 1
O=c1c2ccccc2nc(/C=C/c2cc(Br)ccc2O)n1CCCO | 76* | 16
NN(CCO)C(=S)Nc1ccc(OC(F)(F)F)cc1 | / | 4
CCN1C=C/C(=C\c2cccc[n+]2C)c2ccccc21 | 14 | 1
Cc1cc(OC(=O)C2CC2)cc2c1C(=O)C(=Cc1ccncc1)O2 | 18 | -8
Cc1cc(C)n2nc(S(=O)(=O)Nc3ccccc3[N+](=O)[O-])nc2n1 | 2 | 0
